LDHA block: qHTS assay for inhibitors of human lactate dehydrogenase; 480,000 tested, 0.15% active; purified LDHA, NADH/diaphorase-resazurin fluorescence; active compounds read low; activity change, % (values are at about 110 or 230 µM); L-lactate dehydrogenase A chain (Homo sapiens), P00338; in the data active = activity change below about -30%; inconclusive = mostly about -25% to -30%;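 note: plate controls were DMSO wells for no effect and wells without enzyme for full effect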
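Human LDH5 (2 nM) was incubated with 0.06 mM NADH and 0.2 mM pyruvate for 5 min at room temperature in Tris pH 7.4. Remaining NADH was coupled through diaphorase/resazurin, and resorufin fluorescence was read at 0 and 20 min.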
Glioma ERSR ind: qHTS for Inducers of the Endoplasmic Reticulum Stress Response (ERSR) in Human Glioma: qHTS; U87-MG GRP78 promoter luciferase reporter, 16 h; Potency, µM, for the others: at the highest dose activation, usual class: activators; 420,000 tested, 0.02% active; note: potency is the fitted concentration of half-maximal effect; series mostly up to about 76 µM; % of control where 0% means no effect; nearly all actives have a fitted effect of over 35% in size
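ERSR induction read as luciferase luminescence (Bright-Glo, 10 min at room temperature) in stably transfected human U87-MG glioma cells exposed to compounds for 16 h, using GRP78 as sensor.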
Vif-APOBEC3G blk: qHTS for Inhibitors of Vif-A3G Interactions: qHTS. HeLa A3G-eYFP + Vif (tagged APOBEC3G with the HIV-1 protein that degrades it), YFP fluorescence, overnight. DNA dC->dU-editing enzyme APOBEC-3G (Homo sapiens), Q9HC16. AID 602310, 2012. 410,000 tested, 0.076% active. Potency, µM (titrated, usually from 46.1 µM), for the others: at the top dose activity, negative = active, usual class: inhibitors;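 note: potency is the fitted concentration of half-maximal effect; % is set by controls: 0 for no effect and ±100 for the full control effect; nearly all actives have a fitted effect of over 60% in size; hits raise eYFP signal because A3G escapes Vif-driven loss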
Target sequence (Q9HC16 whole entry, looked up): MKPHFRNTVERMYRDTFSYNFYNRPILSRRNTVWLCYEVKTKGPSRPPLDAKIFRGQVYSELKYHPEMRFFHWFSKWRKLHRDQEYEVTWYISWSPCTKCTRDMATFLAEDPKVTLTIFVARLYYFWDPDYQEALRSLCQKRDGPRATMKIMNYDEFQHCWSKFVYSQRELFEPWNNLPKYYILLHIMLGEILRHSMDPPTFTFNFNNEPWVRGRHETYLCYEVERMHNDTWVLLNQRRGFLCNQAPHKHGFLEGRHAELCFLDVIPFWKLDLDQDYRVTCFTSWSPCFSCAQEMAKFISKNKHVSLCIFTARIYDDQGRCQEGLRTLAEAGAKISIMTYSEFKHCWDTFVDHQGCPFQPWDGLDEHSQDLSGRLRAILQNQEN
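HeLa cells stably expressing Vif and C-terminally eYFP-tagged A3G, seeded overnight at 37 deg C, then exposed to compound by pintool overnight at 37 deg C. Rise in yellow fluorescence (Ex 488/Em 500-530, Acumen) marks blocked Vif-driven A3G degradation.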
The depositor's hits bear a star; & = joins results of further samples. Unless noted, calls come from the whole dose curve; as a rule, active = well fitted curve in the direction sought with a large enough effect; inconclusive = small, poorly fitted or top-dose-only effect, or another doubt; inactive = no such curve, though single readings can be large; an effect the other way counts as inactive or inconclusive. An excerpt (hit frequency here may not be typical).

What do the screens show for `CCC(C)C(=O)OC1C[C@@]2(C)C(c3ccoc3)OC(=O)CC23OC2(C)OC34C(OC(=O)C(C)C)[C@]3(O)C(OC(=O)C5(C)OC5C)[C@]5(C)CC3(O)[C@](C)(C5CC(=O)OC)C14O2` (stereo partly specified)?
Glioma ERSR ind: -6%

How did CN1CC[C@]2(C)c3cc(O)ccc3N(C)[C@@H]12 do in these assays?
Glioma ERSR ind: -4%

Results for O=c1[nH]cc(N(CCCl)CCCl)c(=O)[nH]1 ?
Glioma ERSR ind: 4%

Results for CCCN(CCC)CCc1ccc(O)c(O)c1 ?
Glioma ERSR ind: -1%&-3%

Results for C=C(C)[C@]12C[C@@H](C)[C@@]34O[C@](Cc5ccccc5)(O[C@@H]1[C@@H]3C=C(COC(=O)Cc1ccc(O)c(OC)c1)C[C@]1(O)C(=O)C(C)=C[C@@H]41)O2 ?
Glioma ERSR ind: inconclusive

What do the screens show for `O=C1Nc2ccccc2C2(CCN(CCc3ccc(C(F)(F)F)cc3)CC2)O1`?
Glioma ERSR ind: -7%

How did CNCCc1cnc[nH]1 do in these assays?
Glioma ERSR ind: 1%&-4%&-5%

What do the screens show for `N[C@]1(C(=O)O)CC[C@@H](C(=O)O)C1` (racemic)?
Glioma ERSR ind: -3%&-4%

Results for CC1=C2[C@@H]3OC(=O)[C@@H](C)[C@@H]3CC[C@]2(C)C=CC1=O ?
Glioma ERSR ind: -4%

How did CCN1C[C@]2(COC)[C@H](O)C[C@H](OC)[C@]34C1C([C@H](OC)[C@H]23)[C@]1(OC(C)=O)C2[C@@H](OC(=O)c3ccccc3)C(O)(C[C@H]24)[C@@H](OC)[C@@H]1O do in these assays?
Glioma ERSR ind: -2%&-4%

How did CC(C)CCON=O do in these assays?
Glioma ERSR ind: -3%

Results for C=CCN=C=S ?
Glioma ERSR ind: -3%

Results for O=NN1CCCC1c1cccnc1 (stereo unspecified) ?
Glioma ERSR ind: -4%

How did ClC1=C(Cl)C2(Cl)C3C4CC(C5OC45)C3C1(Cl)C2(Cl)Cl (stereo unspecified) do in these assays?
Glioma ERSR ind: -3%

How did CC(C)N1C(=O)c2ccccc2NS1(=O)=O do in these assays?
Glioma ERSR ind: -3%

How did CC(C)=CCCC1(C)C=Cc2c(O)c3c(c(CC=C(C)C)c2O1)OC12C(=CC4CC1C(C)(C)OC2(C/C=C(/C)C(=O)O)C4=O)C3=O (stereo unspecified) do in these assays?
Glioma ERSR ind: -13%

What do the screens show for `Oc1ccc(-c2cccnc2)cc1CNC1CN2CCC1CC2` (stereo unspecified)?
Glioma ERSR ind: 1%

What do the screens show for `Cc1ccc(C[N+](C)(C)C)o1`?
Glioma ERSR ind: -3%&2%&-6%

What do the screens show for `O=C(Nc1cccc(F)c1)N1CC2(CCNCC2)C1`?
Glioma ERSR ind: -2%

Results for CC12CCC3C4CCC(=O)C(O)=C4CCC3C1CCC2OC(=O)CCC1CCCC1 (stereo unspecified) ?
Glioma ERSR ind: -4%

How did CN(C)C1C(=O)C(C(N)=O)=C(O)[C@@]2(O)C(=O)C3=C(O)c4c(O)cccc4[C@@](C)(O)C3[C@H](O)C12 (stereo partly specified) do in these assays?
Glioma ERSR ind: -3%

Results for O=C(O)[C@@H]1CCN1 ?
Glioma ERSR ind: -3%

What do the screens show for `O=c1cccc2n1CC1CC2CN2CCCC[C@H]12` (stereo partly specified)?
Glioma ERSR ind: -2%

Results for O=C(O)C(Cl)Cl ?
Glioma ERSR ind: -3%&-4%

What do the screens show for `CN1Cc2c(ccc3c2OCO3)C2C(O)Cc3cc4c(cc3C21)OCO4` (stereo unspecified)?
Glioma ERSR ind: -1%&-4%

How did NCC(=O)c1ccc(Br)cc1 do in these assays?
Glioma ERSR ind: -3%; Vif-APOBEC3G blk: 0%

What do the screens show for `O=C1/C(=C/c2ccc(N(CCCl)CCCl)cc2)Cc2ccccc21`?
Glioma ERSR ind: 0%; Vif-APOBEC3G blk: inconclusive

Results for c1ccc(N2CCN(c3ccccc3)CC2)cc1 ?
Glioma ERSR ind: 1%; Vif-APOBEC3G blk: 1%

Results for O=P1(Oc2ccccc2)CC=CC(COC(c2ccccc2)(c2ccccc2)c2ccccc2)O1 (stereo unspecified) ?
Glioma ERSR ind: -4%; Vif-APOBEC3G blk: 0%

What do the screens show for `O=C(O)[C@@H]1C[C@H]2C[C@@H](CP(=O)(O)O)CC[C@H]2CN1`?
Glioma ERSR ind: -3%&-1%; Vif-APOBEC3G blk: 0%

Results for C[C@@H](C1CC[C@@]2(O)C3=CC(=O)[C@@H]4C[C@@H](O)[C@@H](O)C[C@]4(C)[C@H]3CC[C@]12C)[C@H](O)CCC(C)(C)O (stereo partly specified) ?
Glioma ERSR ind: -3%; Vif-APOBEC3G blk: 1%

What do the screens show for `Fc1ccc(CN2CCN(Cc3cccc(F)c3)CC2)cc1`?
LDHA block: 1

How did COc1ccc2c(ccn2CC(=O)NCC2(CC(=O)O)CCCCC2)c1 do in these assays?
LDHA block: -9

How did CN1CCN(c2ccc(C#N)cc2)CC1 do in these assays?
LDHA block: 3

How did Cc1ccccc1-n1c(/C=C/c2ccco2)nc2ccccc2c1=O do in these assays?
LDHA block: 11

What do the screens show for `O=C(O)c1cc(I)cc(I)c1I`?
LDHA block: 12

Pulled by structure from the entries so far, 2 records:
How did Cc1ccccc1-n1c(/C=C/c2ccco2)nc2ccccc2c1=O do in these assays?
LDHA block: 11

What do the screens show for `O=C1/C(=C/c2ccc(N(CCCl)CCCl)cc2)Cc2ccccc21`?
Glioma ERSR ind: 0%; Vif-APOBEC3G blk: inconclusive

Next part
What do the screens show for `COc1cc(OC)c2c(C)c(CC(=O)N3CCN(CCc4ccccn4)CC3)c(=O)oc2c1`?
LDHA block: 9

How did Cc1nn(-c2ncnc3nc[nH]c23)c2c1C(c1ccc(C(C)C)cc1)SCC(=O)N2 (stereo unspecified) do in these assays?
LDHA block: 0

What do the screens show for `CC(=O)OC1C(O)C2=C3C4(C)C1C(C)(C)C(=O)CC4C3(O)C(OC(C)=O)C1(CC1C)C2=O` (stereo unspecified)?
LDHA block: 12

How did Cc1nn(-c2ncnc3nc[nH]c23)c2c1C(c1c(Cl)cccc1Cl)SCC(=O)N2 (stereo unspecified) do in these assays?
LDHA block: 0

Results for O=C(O)CC1(CNC(=O)Cn2ccc3c(Cl)cccc32)CCCCC1 ?
LDHA block: 1

How did N#Cc1ccc(C(=O)Nc2ccc(Cl)cc2C(=O)c2ccccc2F)cc1 do in these assays?
LDHA block: 3

Results for COc1ccc(CNC(C)Cc2ccccc2)cc1 (stereo unspecified) ?
LDHA block: 3

What do the screens show for `COc1ccc2[nH]cc(CCNCc3ccc(OC)c(OC)c3)c2c1`?
LDHA block: 0

Results for O=C(COC(=O)C(O)(c1ccccc1)c1ccccc1)c1c[nH]c2ccccc12 ?
LDHA block: 5

Results for CCCn1c(C)c(C(=O)NC2CCCCC2)c2cc(OC)ccc21 ?
LDHA block: -22

How did CC1CCC(c2nnnn2-c2ccccc2)(N2CCOCC2)CC1 (stereo unspecified) do in these assays?
LDHA block: 1

How did CN(C)CCCN1CCC(=O)C2CCCCC21 (stereo unspecified) do in these assays?
LDHA block: 14

How did Cc1nnc(C(C)N2CCN(C(=O)Cc3ccccc3C)CC2)o1 (stereo unspecified) do in these assays?
LDHA block: -4

What do the screens show for `CC12CN3CC(C)(C[N+](C)(C3)C1)C2=O`?
LDHA block: 0

What do the screens show for `CC(OC(=O)c1cn(C)c2ccccc12)C(=O)Nc1ccc(C(N)=O)cc1` (stereo unspecified)?
LDHA block: -1

What do the screens show for `CC(C)(C)NC(=O)NC(=O)CCl`?
LDHA block: 4

How did Cn1cc(C(=O)OCC(=O)NC2CCCCCCC2)c2ccccc21 do in these assays?
LDHA block: 3

How did Cc1nn(-c2ncnc3nc[nH]c23)c2c1C(c1ccc(Cl)cc1Cl)SCC(=O)N2 (stereo unspecified) do in these assays?
LDHA block: -13

Results for CCC1c2cccn2-c2ccccc2CN1C(=O)Nc1ccc(F)cc1 (stereo unspecified) ?
LDHA block: -5

How did COc1ccc(-n2c(/C=C/c3ccco3)nc3ccccc3c2=O)cc1 do in these assays?
LDHA block: 1

What do the screens show for `CC(C)Cc1nc(N2CCNCC2)c(C#N)c2c1CCCC2`?
LDHA block: 4

How did COc1ccc(Oc2c(C)oc3cc(OCC(=O)N4CCN(CCO)CC4)ccc3c2=O)cc1 do in these assays?
LDHA block: -1

What do the screens show for `CCOC(=O)[C@]12Cc3cc(Cl)ccc3[C@H]1N(C)C(=O)c1ccccc12`?
LDHA block: 0

What do the screens show for `c1ccc(CCNC2(c3nnnn3-c3ccccc3)CCCCC2)cc1`?
LDHA block: 1

What do the screens show for `Cc1ccc(C2SCC(=O)Nc3n[nH]c(C)c32)cc1` (stereo unspecified)?
LDHA block: 6

What do the screens show for `COc1cc([C@@H]2c3cc4c(cc3[C@@H](O)[C@H]3COC(=O)[C@H]23)OCO4)cc(OC)c1O`?
LDHA block: 1

How did CC(CNc1ccc([N+](=O)[O-])c2cnccc12)c1ccccc1 (stereo unspecified) do in these assays?
LDHA block: 39

Results for CCN(CC)C(=O)c1ccc(N2C(=O)CCS2(=O)=O)cc1Cl ?
LDHA block: -10

How did c1ccc2c(CCNCC3CCCCC3)c[nH]c2c1 do in these assays?
LDHA block: 5

Results for O=c1cc[se]c2ccccc12 ?
LDHA block: -3

How did Cc1cccc(CN2CCN(Cc3ccccc3F)CC2)c1 do in these assays?
LDHA block: -10

How did CCOC(=O)c1c(C)n(Cc2ccccc2Cl)c2ccc(O)cc12 do in these assays?
LDHA block: 20

What do the screens show for `O=C(O)c1cc(Cl)nc(Cl)c1`?
LDHA block: 13

Results for CCC1(CCC(C)C)C(=O)NC(=O)N(c2ccccc2)C1=O (stereo unspecified) ?
LDHA block: -4

Results for CC(C(N)=O)N1CC=C(c2c[nH]c3ccccc23)CC1 (stereo unspecified) ?
LDHA block: 5

What do the screens show for `COC1CC(OC2CCC3(C)C(CC[C@@H]4[C@@H]3CCC3(C)C(C5=CC(=O)OC5)C(OC(C)=O)CC43O)C2)OC(C)C1O` (stereo partly specified)?
LDHA block: -3

What do the screens show for `O=C1CSC(c2c(F)cccc2Cl)c2cn[nH]c2N1` (stereo unspecified)?
LDHA block: 4

Results for CCCCCN1C(=O)c2cc(OC)ccc2[C@@]2(C(=O)OCC)Cc3cc(OC)ccc3[C@@H]12 ?
LDHA block: 0

How did COC(=O)C[C@H]1CC[C@H]2NC[C@@H](O)COC[C@@H]2O1 do in these assays?
LDHA block: -7

What do the screens show for `Oc1ccc(C2N(O)C3CCCCC3N2O)cc1` (stereo unspecified)?
LDHA block: -5

Results for CC1CC(=O)C2CCCCC2N1 (stereo unspecified) ?
LDHA block: -5

How did COc1ccc(CNCCc2c[nH]c3ccccc23)c(OC)c1 do in these assays?
LDHA block: -2

Results for O=C1CSC(c2ccc(F)cc2F)c2cn[nH]c2N1 (stereo unspecified) ?
LDHA block: -3

How did CCCN1CCN(Cc2cc(C(C)=O)ccc2OC)CC1 do in these assays?
LDHA block: 1

Results for Fc1ccc(NC(=S)NCCc2cnc[nH]2)cc1 ?
LDHA block: 4

Results for Cc1cc(OCC(=O)N2CCN(Cc3nc(N)c4ccccc4n3)CC2)ccc1C(C)C ?
LDHA block: 1

How did C#CCNC1CCCCC1 do in these assays?
LDHA block: -12

How did CCOc1ccc(CNCCc2c[nH]c3ccccc23)cc1OC do in these assays?
LDHA block: 6

How did Cc1ccc2[nH]cc(CCN)c2c1 do in these assays?
LDHA block: 9

Results for C1CCN(C2CCCNC2)CC1 (stereo unspecified) ?
LDHA block: 6

What do the screens show for `NC(N)=NC(N)=Nc1ccc(Cl)cc1`?
LDHA block: 5

Results for COc1ccccc1CCNCc1cccs1 ?
LDHA block: inconclusive

How did CC1c2cccn2-c2ccccc2CN1C(=O)Nc1ccc(F)cc1F (stereo unspecified) do in these assays?
LDHA block: -1

How did Nc1cccc2ccccc12 do in these assays?
LDHA block: 58

How did CCOC(=O)C1=C(C)OC(N)=C(C(=O)OC(C)(C)C)C12C(=O)Nc1ccccc12 (stereo unspecified) do in these assays?
LDHA block: -1

What do the screens show for `CCOc1ccc(CN2CCN(c3cccc(C)c3C)CC2)cc1`?
LDHA block: 1

Entries listed so far that have a cyano group:
How did CN1CCN(c2ccc(C#N)cc2)CC1 do in these assays?
LDHA block: 3

How did N#Cc1ccc(C(=O)Nc2ccc(Cl)cc2C(=O)c2ccccc2F)cc1 do in these assays?
LDHA block: 3

What do the screens show for `CC(C)Cc1nc(N2CCNCC2)c(C#N)c2c1CCCC2`?
LDHA block: 4

Assay outcomes (PubChem BioAssay)
